# TRHR ag: agonists of human TRH receptor. activation, % at 2 µM. P34981. actives 0.18% (n = 360,000). TRHR cells, calcium flux fluo-8, FDSS agonist mode; also: 0% is about no effect
# Target sequence (P34981 whole entry, looked up): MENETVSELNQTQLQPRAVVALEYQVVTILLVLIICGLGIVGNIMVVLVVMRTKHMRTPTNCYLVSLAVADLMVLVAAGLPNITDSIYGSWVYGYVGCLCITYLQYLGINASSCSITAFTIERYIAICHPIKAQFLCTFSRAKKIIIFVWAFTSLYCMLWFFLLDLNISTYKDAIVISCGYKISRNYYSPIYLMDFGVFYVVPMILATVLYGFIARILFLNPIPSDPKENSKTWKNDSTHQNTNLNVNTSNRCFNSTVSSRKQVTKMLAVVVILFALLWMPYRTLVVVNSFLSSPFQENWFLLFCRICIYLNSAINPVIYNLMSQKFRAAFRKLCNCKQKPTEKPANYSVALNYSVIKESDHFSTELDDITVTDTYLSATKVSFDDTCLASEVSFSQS
#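 TRHR-expressing cells, plated overnight in medium with 10% serum, were loaded with fluo-8 calcium dye at room temperature. After a 10 s baseline, library compound was pin-added and calcium release was recorded kinetically (ex 480/em 530) as agonist response.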
# TRHR enhancer: allosterically enhances the human TRH receptor; actives 0.66% (n = 360,000); TRHR cells, fluo-8 calcium fluorescence, EC20 TRH enhancement; P34981; enhancement, % at 2 µM; in the data active = enhancement above about 30%; also: 0% is about no effect
#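 Enhancer read-out: after compound pinning and an initial kinetic agonist-mode read, an EC20 of TRH (10 nM final) was injected and fluo-8 calcium signal (Ex 480/Em 530) followed at 1 s/cycle for 100 cycles in TRHR-expressing cells.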
# D2 PAM: positive allosteric modulators of human D2 dopamine receptor. P14416. HEK293 T-REx D2, calcium flux, EC20 dopamine potentiation. potentiation, % at 10 µM. actives 0.34% (n = 340,000);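 active = potentiation over 3 SD above the plate norm, cut at about 30% in these data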; also: 0% is about no effect
#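 Tetracycline-induced HEK293 T-REx cells force-coupled to calcium signalling expressed D2; compounds were pin-added after a 10 s baseline, read kinetically 180 s, then an EC20 dopamine challenge followed with a further 180 s calcium read.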
# RXFP1 antag: antagonists of human relaxin receptor RXFP1. Q9HBX9. HEK293-RXFP1, relaxin-stimulated cAMP HTRF, 30 min; active compounds read low. activity change, negative = inhibition, % at 57.5 µM. actives 0.59% (n = 350,000). AID 1259400;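 active = activity change of -60% or lower, but not beyond a set lower limit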; also: % is scaled to controls: 0 for no effect and ±100 for the full control effect
# D2 antagonist: antagonizes the human D2 dopamine receptor; AID 485344; P14416; actives 2% (n = 340,000); inhibition, % at 10 µM; HEK293 TREx D2 cells, calcium flux, dopamine EC80; in the data active = inhibition above about 30%; also: 0% is about no effect
#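 Compounds are added to dye-loaded, induced HEK293 T-REx cells coupled to calcium release via D2; after a 3 min kinetic read an EC80 dopamine stimulus is given and fluorescence is recorded for 3 more min.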
# D1 antagonist: blocks dopamine activation of the human D1 receptor. P21728. activity change, negative = inhibition, % at 10 µM. HEK293 TREx D1 cells, calcium flux, dopamine EC80; active compounds read low. actives 3.2% (n = 360,000); in the data active = activity change below about -30%; also: % is scaled to controls: 0 for no effect and ±100 for the full control effect
#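 Inducible Hek293 Trex D1 cells (tetracycline, overnight, 30 C). Calcium dye 30–90 min RT. Antagonist mode: EC80 dopamine added after 180 s compound read.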
# D1 PAM: enhances dopamine response at the human D1 receptor | actives 0.036% (n = 360,000) | HEK293 TREx D1 cells, calcium flux, dopamine EC20 potentiation | P21728 | potentiation, % at 10 µM; in the data active = potentiation above about 30%; also: 0% is about no effect
# D2 agonist: activates the human D2 dopamine receptor; P14416; HEK293 T-REx D2 cells, calcium flux agonist mode; activation, % at 2 µM; actives 0.53% (n = 340,000); AID 485358;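 active = activation over 3 SD above normal in the single-dose calcium agonist read, cut at about 30% in these data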; also: 0% is about no effect
#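 Agonism scored from kinetic calcium signal (1 read/sec, 180 s) following compound pin transfer, after a 10 s baseline. Cells: HEK293 Trex line expressing inducible D2 receptor coupled to calcium, dye-loaded after overnight culture at 30 C.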
# D1 agonist: human D1 receptor agonism. P21728. HEK293 T-REx D1 cells, calcium flux, agonist mode. activation, % at 2 µM. actives 1% (n = 360,000). AID 504660; also: 0% is about no effect
#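 Agonism was scored from calcium flux recorded over 180 s (1 read/s) after pintool compound addition, following a 10-cycle baseline. Cells were inducible force-coupled HEK293 TREx D1, plated overnight at 30 C and loaded with no-wash calcium dye.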
# Starred values were filed as active, the others as inactive; nt = not tested or not shown. Rule as the data show it, unless noted: active = activation above about 30%; inactive = the rest. Only part of the results is shown, so the mix of outcomes need not match the whole.
nr	compound	TRHR ag	TRHR enhancer	D2 PAM	RXFP1 antag	D2 antagonist
1	COc1cc2c(cc1O)C[C@H]1NCCc3cc4c(c-2c31)OCO4	-0.5	3.7	-2.0	nt	-0.7
2	CC(=O)OC1CCC2(/C=N/O)C(=CCC3C4CCC(=O)C4(C)CCC32)C1 (stereo unspecified)	0.2	-0.9	5.4	3.1	16.2
3	O=c1cc(C(F)(F)F)c2cc3c4c(c2o1)CCCN4CCC3	239.6*	5.8	-19.7	5.2	78.5*
4	COC(=O)C1=C(c2ccccc2OCc2ccccc2)C[C@@H]2CC[C@H]1N2C(=O)NCCOc1ccccc1	1.8	-5.8	-5.2	nt	-3.2
5	CCOC(=O)COc1ccc2c(c1)c(C(C)=O)c(C)n2Cc1ccccc1	2.7	0.8	-3.1	-8.6	8.3
6	COc1ccc(/C=C/c2nc3ccccc3c(=O)n2-c2ccc(C)cc2)cc1O	-0.6	-6.7	nt	-10.4	nt
7	Cc1ccc(/C=C2\C(=O)NC(=O)N(CCc3ccc(F)cc3)C2=O)o1	3.3	36.6*	-3.2	-21.5	-1.0
8	CCN1CCN(S(=O)(=O)c2ccc(Cl)nc2)CC1	-0.1	-4.8	-7.5	-19.6	-17.4
9	Cc1ccc(N2C(=O)/C(=C/c3ccc(CN(CCC#N)S(C)(=O)=O)o3)C(=O)NC2=S)cc1	1.8	8.2	3.2	nt	7.7
10	COC(=O)C1=C(c2ccc(-c3ccccc3)c(F)c2)C[C@@H]2CC[C@H]1N2C(=O)N1CCCC1	-0.2	-7.4	-4.1	nt	-5.5
11	O=C1Nc2ccccc2Sc2ccccc21	-0.6	-3.1	-0.9	-17.0	2.4
12	Cc1cc(OCC(=O)NCc2ccc(S(N)(=O)=O)cc2)c2c3c(c(=O)oc2c1)CCC3	0.1	-0.5	-1.0	15.1	nt
13	COc1ccc(C)cc1NC1=NCCCS1	-0.4	11.2	0.2	-1.0	1.3
14	COC(=O)C1=C(c2c(C)noc2C)C[C@@H]2CC[C@H]1N2C(=O)N1CCc2cc(OC)c(OC)cc2C1	-0.5	4.4	13.6	nt	-4.7
15	CCOC(=O)C(O)(c1ccc(NC(=O)c2ccco2)c(OC)c1)C(F)(F)F (stereo unspecified)	-0.2	-3.2	0.0	-8.1	-9.2

nr	D1 antagonist	D1 PAM	D2 agonist	D1 agonist
1	-19.3	-5.2	0.6	0.3
2	-4.7	-7.1	0.7	1.2
3	-64.6*	-8.0	142.7*	329.5*
4	-30.6*	-5.8	1.0	8.6
5	-13.7	2.6	2.0	0.2
6	-4.8	-0.1	0.1	-4.5
7	1.1	-3.5	1.4	6.2
8	-34.8*	-4.3	0.0	5.7
9	-7.5	2.9	0.7	3.7
10	-8.2	4.6	-0.4	1.7
11	9.1	-8.0	-0.2	1.3
12	1.2	4.0	nt	4.3
13	-5.1	1.6	0.3	1.3
14	nt	11.0	-0.4	0.3
15	0.2	-2.3	1.1	5.9

# Three entries from above, ordered by formula weight, highest first.
nr	compound	TRHR ag	TRHR enhancer	D2 PAM	RXFP1 antag	D2 antagonist
14	COC(=O)C1=C(c2c(C)noc2C)C[C@@H]2CC[C@H]1N2C(=O)N1CCc2cc(OC)c(OC)cc2C1	-0.5	4.4	13.6	nt	-4.7
15	CCOC(=O)C(O)(c1ccc(NC(=O)c2ccco2)c(OC)c1)C(F)(F)F (stereo unspecified)	-0.2	-3.2	0.0	-8.1	-9.2
5	CCOC(=O)COc1ccc2c(c1)c(C(C)=O)c(C)n2Cc1ccccc1	2.7	0.8	-3.1	-8.6	8.3

nr	D1 antagonist	D1 PAM	D2 agonist	D1 agonist
14	nt	11.0	-0.4	0.3
15	0.2	-2.3	1.1	5.9
5	-13.7	2.6	2.0	0.2

# Following part
nr	compound	TRHR ag	TRHR enhancer	D2 PAM	RXFP1 antag	D2 antagonist
16	Cc1oc(-c2ccccc2)nc1CN1C(=O)C(C)N=C(c2ccccc2F)c2cc(Cl)ccc21 (stereo unspecified)	-0.2	6.0	1.1	nt	nt
17	CCOC(=O)C(NC(=O)CCl)(Nc1ccc(C(O)(C(=O)OCC)C(F)(F)F)cc1)C(F)(F)F (stereo unspecified)	-0.4	3.7	2.9	nt	-1.3
18	CCCCn1c(O)c(C(C)=NC(Cc2c[nH]c3ccccc23)C(=O)OC)c(=O)[nH]c1=O (stereo unspecified)	0.1	-1.9	-2.8	-4.4	-14.7
19	COC(=O)C1=C(c2cccc(Cl)c2)C[C@@H]2CC[C@H]1N2C(=O)N1CCCC1	0.4	-8.2	-0.5	nt	-4.2
20	CCC(=NCCCN(C)C)c1c(O)n(-c2ccc(OC)cc2)c(=O)[nH]c1=O	0.3	5.3	-2.3	4.8	10.1

nr	D1 antagonist	D1 PAM	D2 agonist	D1 agonist
16	38.8	0.8	nt	0.8
17	8.6	-2.1	0.3	1.8
18	10.1	-4.2	-0.1	2.3
19	-7.2	0.7	-0.1	-1.6
20	10.4	5.2	0.6	1.6

# Records 16 to 17, reprinted for reference:
nr	compound	TRHR ag	TRHR enhancer	D2 PAM	RXFP1 antag	D2 antagonist
16	Cc1oc(-c2ccccc2)nc1CN1C(=O)C(C)N=C(c2ccccc2F)c2cc(Cl)ccc21 (stereo unspecified)	-0.2	6.0	1.1	nt	nt
17	CCOC(=O)C(NC(=O)CCl)(Nc1ccc(C(O)(C(=O)OCC)C(F)(F)F)cc1)C(F)(F)F (stereo unspecified)	-0.4	3.7	2.9	nt	-1.3

nr	D1 antagonist	D1 PAM	D2 agonist	D1 agonist
16	38.8	0.8	nt	0.8
17	8.6	-2.1	0.3	1.8

# Structures above that have a Cl atom:
nr	compound	TRHR ag	TRHR enhancer	D2 PAM	RXFP1 antag	D2 antagonist
8	CCN1CCN(S(=O)(=O)c2ccc(Cl)nc2)CC1	-0.1	-4.8	-7.5	-19.6	-17.4
16	Cc1oc(-c2ccccc2)nc1CN1C(=O)C(C)N=C(c2ccccc2F)c2cc(Cl)ccc21 (stereo unspecified)	-0.2	6.0	1.1	nt	nt
17	CCOC(=O)C(NC(=O)CCl)(Nc1ccc(C(O)(C(=O)OCC)C(F)(F)F)cc1)C(F)(F)F (stereo unspecified)	-0.4	3.7	2.9	nt	-1.3
19	COC(=O)C1=C(c2cccc(Cl)c2)C[C@@H]2CC[C@H]1N2C(=O)N1CCCC1	0.4	-8.2	-0.5	nt	-4.2

nr	D1 antagonist	D1 PAM	D2 agonist	D1 agonist
8	-34.8*	-4.3	0.0	5.7
16	38.8	0.8	nt	0.8
17	8.6	-2.1	0.3	1.8
19	-7.2	0.7	-0.1	-1.6
